Source: PubChem
TSHR antag: blocks TSH signaling through the human TSH receptor. TSHR-expressing cells, TSH-stimulated cAMP HTRF, 2 h; active compounds read low. activity change, negative = inhibition, % at 11.5 µM. hit rate 0.2% among 330,000. AID 504810;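 active = activity change below a set negative limit, meaning inhibition stronger than a set level, cut at about -70% in these data; inconclusive = activity change between two set negative limits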; also: % is scaled to controls: 0 for no effect and ±100 for the full control effect
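Competitive HTRF cAMP read-out (cryptate anti-cAMP antibody, cAMP-d2; 30 min, room temperature) in freshly harvested TSHR cells. Compounds added before TSH at EC80 (4nM final), followed by 2 hours' incubation at 37 deg C.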
Menin MLL FP TR: inhibitors of human menin-MLL interaction, mutant MLL peptide; hit rate 0.23% among 270,000; AID 1768; Menin + Texas Red MLL mutant peptide, fluorescence polarization; Potency, µM (top dose mostly 61.6 µM), for inactives: at the highest dose FP activity change, negative = inhibition, hits mostly inhibitors; O00255; active = well fitted inhibition curve with a large enough effect in the polarisation, with a control signal flat, not every such curve was filed as active; inconclusive = small, poorly fitted or top-dose-only effect, or effect the other way, or a change in a side signal; inactive = no such curve, though single readings can be large or run the other way; the % refers to the polarisation; also: potency is read from the fitted curve at half-maximal effect; % of control where 0% means no effect; many of its hits are not listed in these tables
MBNL1-CUG inh: blocks human MBNL1 binding to CUG repeat RNA; TR-FRET MBNL1-His/biotin-(CUG)12 binding, 665/545 ratio; Potency, µM (top dose mostly 57.5 µM), for the others: at the highest dose activity change, negative = inhibition, hits mostly inhibitors; hit rate 0.036% among 280,000; active = well fitted inhibition curve with a large enough effect in the signal ratio, with a control signal flat, not every such curve was filed as active; inconclusive = small, poorly fitted or top-dose-only effect, or effect the other way, or a change in a side signal; inactive = no such curve, though single readings can be large or run the other way; the % refers to the signal ratio; also: potency is read from the fitted curve at half-maximal effect; % is scaled to controls: 0 for no effect and ±100 for the full control effect
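Ratiometric TR-FRET (665 over 545 nm, excitation 340 nm) tracks disruption of MBNL1-His/biotin-(CUG)12 complex after 60 min at room temperature, with compounds at 92 nM to 58 uM final.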
TCR activator: activators of T cell receptors; primary human leukocytes, anti-CD3, IL-2 HTRF, 48 h; Potency, µM (titrated, usually from 9.22 µM), inactives show top-dose activation of IL-2 secretion, most hits filed as activators; 330,000 tested, under 10 active; AID 504894; also: % of control where 0% means no effect
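48 hr co-incubation of compounds, a-CD3 beads and primary human leukocytes; IL-2 quantified homogeneously by HTRF with anti-IL-2 K and d2 conjugates.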
S-ASM inh: inhibitors of human secretory acid sphingomyelinase; placental ASM, HMU-PC fluorogenic substrate, 60 min; hit rate 0.006% among 340,000; P17405; Potency, µM (series often up to 57.5 µM), inactives show at the top dose activity change, negative = inhibition, most hits filed as inhibitors; also: potency is read from the fitted curve at half-maximal effect
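Fluorescence read-out (Ex 386 nm, Em 447 nm) after stopping the reaction at pH 10. Enzyme: ASM from human placenta; substrate HMU-PC0, 9 uM final; 60 min, 37 °C. Compound preincubation 10 min, ambient temperature.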
CXXC DNA block: MLL CXXC-DNA interaction inhibition. Q03164. MLL-CXXC / FITC-HOXA9 DNA fluorescence polarization. Potency, µM (doses to about 115 µM), for inactives: at the highest dose activity change, negative = inhibition, most hits filed as inhibitors. hit rate 0.037% among 290,000. AID 2662; active = well fitted inhibition curve with a large enough effect in the polarisation, with a control signal flat, not every such curve was filed as active; inconclusive = small, poorly fitted or top-dose-only effect, or effect the other way, or a change in a side signal; inactive = no such curve, though single readings can be large or run the other way; the % refers to the polarisation; also: potency is read from the fitted curve at half-maximal effect
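Steps: dispense CXXC domain solution (7 uM) → pin compounds or unlabeled HOX-A9 DNA control → 5 min ambient → add FLSN-HOX-A9 solution (50 nM) → spin → 30 min ambient → fluorescence polarization. Tris pH 7.5/NaCl/DTT/BSA buffer.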
Mito fusion yeast: mitochondrial division inhibition or fusion activation. Potency, µM (doses to about 46.1 µM), inactives show at the top dose growth rescue (activation), actives largely listed as activators. S. cerevisiae fusion-defective mutant growth rescue, CellTiterGlo 48 h. AID 485298. hit rate 0.23% among 320,000;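 also: potency is read from the fitted curve at half-maximal effect; % of control where 0% means no effect; nearly all actives have a fitted effect of over 45% in size; temperature-sensitive fusion mutants such as fzo1-1 at 37 °C on non-fermentable ethanol glycerol medium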
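Luminescent cell viability in 1536-well qHTS format served as the measure of rescued growth in ts fusion-mutant S. cerevisiae cultured on non-fermentable YPEG for 48 hours at 37C.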
PTAP TSG101 blk: blocks PTAP/TSG101 interaction to inhibit HIV-1 budding | AID 493005 | Potency, µM (doses to about 115 µM), without a hit: top-dose activity change, negative = inhibition, usual class: inhibitors | Fluorescence polarization, FITC-PTAP peptide / Tsg101 binding | 340,000 tested, under 10 active; active = well fitted inhibition curve with a large enough effect in the main read-out, with a control signal flat, not every such curve was filed as active; inconclusive = small, poorly fitted or top-dose-only effect, or effect the other way, or a change in a side signal; inactive = no such curve, though single readings can be large or run the other way; also: potency is read from the fitted curve at half-maximal effect; % of control where 0% means no effect
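Fluorescence anisotropy tracks displacement of a FITC-tagged PTAP peptide (50 nM) from the Tsg101 binding domain (10 uM), following a 20 min room-temperature incubation at pH 7.5.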
Integrin act MD: activators of alpha7 integrin expression for muscular dystrophy | alpha7betagal myoblasts, beta-gal FDG fluorescence, 48 h | AID 624291 | Potency, µM (series often up to 38.3 µM), inactives show top-dose activation, hits mostly activators | hit rate 0.064% among 350,000;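 also: potency is read from the fitted curve at half-maximal effect; 100% = response of the positive control SU9516; nearly all actives have a fitted effect of over 60% in size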
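Alpha7betagal+/- myoblasts (passage 13) were plated 16-24 hr, then exposed to compounds (1:260 dilution of DMSO stock) for 48 hours at 37C. After MPER lysis, β-galactosidase reporter activity was read as FDG fluorescence (ex 480/em 540) after 30 minutes.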
AT treatment: potential ataxia-telangiectasia treatment | AID 485349 | hit rate 0.19% among 320,000 | Potency, µM (highest dose often 57.5 µM), without a hit: top-dose activation, usual class: activators | […] A-T fibroblasts, KAP-1 phosphorylation AlphaLISA; neocarzinostatin DNA damage 30 min before lysis; also: potency is read from the fitted curve at half-maximal effect; % of control where 0% means no effect; nearly all actives have a fitted effect of over 45% in size
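ATM-like activity read as KAP-1 phosphorylation via AlphaLISA donor/acceptor antibody pairs after lysis and 6 hr at 25C. Cells were ATM-null patient fibroblasts ([…], hTERT), dosed 60 min, then exposed to the DSB inducer NCS for 30 min.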
The depositor's hits bear a star; i = inactive; ? = inconclusive; · = no result given; & = joins results of further samples; [ ] = another dose, or the depositor's remark. Unless noted, calls follow the shape of the dose curve; as a rule, active = well fitted curve in the direction sought with a large enough effect; inconclusive = small, poorly fitted or top-dose-only effect, or another doubt; inactive = no such curve, though single readings can be large; an effect the other way counts as inactive or inconclusive.

#	mol	TSHR antag	Menin MLL FP TR	MBNL1-CUG inh	TCR activator	S-ASM inh	CXXC DNA block	Mito fusion yeast	PTAP TSG101 blk	Integrin act MD	AT treatment
1	COc1ccc(C2CC2/C(C)=N/OC(=O)c2cccs2)cc1 (stereo not drawn)	0	2%	-11%	-2%	0%	14%	16%	-2%	-8%	1%
2	COCCCNCCOCCOc1ccccc1-c1ccccc1	10	?	·	-7%[46.1 µM]	0%	0%	-5%	0%	-44%	17%
3	COc1ccc(NC(=O)C(Cc2ccccc2)n2cccc2)c(OC)c1 (stereo not drawn)	-3	·	0%	-6%	-4%	7%	22%	-2%	29%	30%
4	COc1ccc(-n2cnc3scc(-c4ccc(OC)c(OC)c4)c3c2=O)cc1	5	-8%	15%	1%	-7%	-18%	4%	-2%	-7%	0%
5	CN1CC=C2C(C#N)=C(N)C(C#N)(C#N)[C@H](c3cccs3)[C@H]2C1	-34	?	?	-2%[46.1 µM]	184%[activator]	3%	-4%	?	-18%	-4%
6	COc1cc(OC)cc(N(C(=O)c2ccco2)C(C(=O)NC2CCCC2)c2ccc(N(C)C)cc2)c1 (stereo not drawn)	-16	-19%	-2%	-14%	-3%	-5%	2%	-2%	-23%	3%
7	Cc1cc(C)cc(C(=O)N2CCN=C2c2ccccc2)c1	18	3%	-19%	0%[46.1 µM]	-10%	6%	-7%	-4%	5%	-2%
8	COC(=O)c1ccc(CSc2nnc(C)s2)cc1	24	3%	17%	7%	-2%	2%	5%	-2%	-48%[inhibitor]	-3%
9	CCN(CC)CCCCNc1ncc2cc(-c3cc(OC)cc(OC)c3)c(NC(=O)NC(C)(C)C)nc2n1	-19	-17%&4%	8%	-4%	i	37%[activator]	0%	5%	·	?
10	COC(=O)c1cccnc1-n1c(=O)c2cccnc2n(Cc2ccc(Cl)cc2)c1=O	3	12%	3%	3%	-3%	11%	6%	0%	-18%	13%
11	O=C(O)CCC(=O)Nc1ccc(SSc2ccc(NC(=O)CCC(=O)O)cc2)cc1	-2	·	-3%	-1%	11%	0%	-7%	-5%	27%	7%
12	Cc1ccc(C(=O)Oc2ccc(C(=O)COC(=O)c3cnccn3)cc2)cc1	9	2%	10%	-7%	1%	115%[activator]	-4%	-3%	-3%	4%
13	Cc1nnc(SCCn2c(N3CC(C)CC(C)C3)nc3c2c(=O)n(C)c(=O)n3C)s1 (stereo not drawn)	2	0%	-4%	6%	5%	-4%	-7%	-3%	8%	-3%
14	O=C(NC(Cc1ccccc1)c1nc2ccccc2[nH]1)c1ccc(Cl)c([N+](=O)[O-])c1 (stereo not drawn)	-39	?	-15%	0%[46.1 µM]	0%	5%	0%	1%	-49%[inhibitor]	-4%
15	FC(F)(F)c1ccncc1-c1nnnn1-c1ccc(Cl)cc1	17	·	·	7%	5%	-2%	-6%	-2%	-16%	5%
16	CN(CC(=O)NCc1cccs1)CC(=O)Nc1ccc(F)c(F)c1F	-5	·	-3%	2%	0%	8%	1%	-2%	-9%	12%
17	COCC(C)OC(=O)C(C#N)c1nc2ccccc2nc1N1CCN(Cc2ccccc2)CC1 (stereo not drawn)	-12	-13%[11.7 µM]	4%	0%	31%[activator]	-1%	6%	-3%	11%	-10%
18	CC1CCN(CCCNC(=O)c2cc3c(s2)-c2ccccc2OC3)CC1	6	6%	?	6%	·	6%	-10%	-3%	-52%[inhibitor]	15%
19	O=C1c2ccccc2NC(c2ccccc2Cl)N1N=C1CCCCCC1 (stereo not drawn)	6	-6%	·	0%	108%[activator]	12%	1%	-2%	10%	5%
20	CCOC(=O)n1c(=O)n(Cc2c(Cl)cccc2Cl)c2ccccc21	-19	-23%	3%	-3%	-5%	-1%	2%	-2%	16%	0%
21	CCCOc1ccc(Cc2nc(N)nc(N)n2)cc1	4	0%	-5%	-4%	7%	-5%	4%	-3%	-38%[inhibitor]	-6%
22	Cc1cc(C)c2oc(=O)cc(CN3CCC(C)CC3)c2c1	2	-13%	-1%	3%	3%	4%	-9%	0%	-31%[inhibitor]	5%
23	COc1ccc(NC2CS(=O)(=O)CC2NCc2ccco2)cc1 (stereo not drawn)	12	-19%	0%	1%	-2%	-5%	0%	1%	10%	-5%
24	CCOC(=O)C1CCN(C(=O)C2(NC(=O)NC3CCCCC3)CCCCC2)CC1	-7	-13%	-8%	12%	0%	-5%	0%	-5%	-34%	-1%
25	Cc1ccc(C(=O)NCC(=O)OCC(=O)Nc2ccccc2[N+](=O)[O-])cc1	-24	-6%	?	-5%[46.1 µM]	0%	3%	-11%	-8%	?	·
26	CCCN1Cc2cccc(C(=O)Nc3ccc(CN4CCCC4)cc3)c2C1=O	4	-12%	-3%	-13%	3%	13%	-4%	-7%	-34%	6%
27	COc1ccc(CNC(=O)C2CC(c3ccc(F)cc3)=NO2)cc1 (stereo not drawn)	7	2%	0%	16%	-1%	6%	1%	-6%	-10%[7.66 µM]	2%
28	O=C1C2C3c4ccccc4C(c4ccccc43)C2C(=O)N1c1ccncc1 (stereo not drawn)	-9	-10%	-14%	0%	-1%	-3%	1%	-4%	-6%	-5%
29	Cc1[nH]c(C)c(S(=O)(=O)NCCc2ccccc2)c1C(=O)N1CCCCC1	9	·	-1%	7%	4%	7%	1%	-2%	22%	18%
30	COc1ccc(Cl)c2c1[nH]c1nc(SCc3ccccn3)nnc12	-9	?	?	-5%	-12%	9%	-3%	-3%	?	-4%
31	[S-]c1nnc(-c2ccc(Br)cc2)n1-c1ccccc1.[Zn+2]	4	?	-28%	1%	3%	0%	-12%	-7%	21%	-11%
32	CCCn1c(SCC(=O)Nc2nnc(C)s2)nnc1-c1ccoc1C	16	-4%	-21%	-2%	-1%	-4%	-2%	-5%	13%	4%
33	C=CCn1c(-c2csc3c2CCC(C)C3)n[nH]c1=S (stereo not drawn)	-29	-5%	3%	0%[46.1 µM]	-2%	-4%	0%	-4%	-3%	-6%
34	COc1ccc2[nH]cc(CCNC(=O)CS(=O)(=O)Cc3ccccc3)c2c1	-2	2%	-1%	4%	0%	4%	5%	-1%	14%	1%
35	Cc1nc2c(c(=O)n1CCC1=CCCCC1)c1nc3ccccc3nc1n2/N=C/c1ccccc1	-8	1%	14%	4%	30%[activator]	1%	2%	-1%	21%	-1%
36	O=C(O)c1cccc(NC(=O)c2ccc(N3C(=O)c4ccc(C(=O)Nc5cccc(C(=O)O)c5)cc4C3=O)cc2)c1	5	2%	16%	1%	-1%[11.5 µM]	3%	6%	-2%	2%	2%
37	Cc1ccc(SCc2[nH]nc3c2C2(C(=O)Nc4ccc([N+](=O)[O-])cc42)C(C#N)=C(N)O3)cc1 (stereo not drawn)	-2	18%	18%	3%	-15%	3%	1%	-6%	-12%	5%
38	COc1ccc(CCNC(=O)CNC(=O)Cn2ccc3ccccc3c2=O)cc1OC	0	·	1%	-3%	4%	-4%	-5%	1%	-16%	-8%
39	CC1=CC(C)(C)C(C(=O)O)C(C(=O)O)C1 (stereo not drawn)	1	-6%	5%	-4%	1%	-4%	-2%	-4%	0%	1%
40	Cc1cccc(OC(C)C(=O)Nc2ccc3c(c2)OCCO3)c1 (stereo not drawn)	·	·	·	1%	4%	·	·	1%	-23%	·
41	Cc1ccc(CN2CCNC(=O)C2CC(=O)N2CCN(c3ncccn3)CC2)o1 (stereo not drawn)	-10	-7%	-10%	·	2%	-18%	3%	-1%	6%	-2%
42	CCCc1cc(C(=O)N/N=C/c2ccc(CC)s2)c2ccccc2n1	12	-2%	4%	-1%	0%	-3%	-3%	-9%	-36%	4%
43	COc1ccccc1Nc1nc(-c2ccccc2)nc2ccccc12	31	?	2%	0%	0%	14%	-3%	1%	0%	16%
44	O=C(c1ccco1)N1CCN(S(=O)(=O)c2cccs2)CC1	4	-14%	2%	2%	-2%	-3%	-3%	-1%	-6%	3%
45	COc1cc2c(cc1OC)/C(=C/C(=O)c1ccc(C)cc1)NCC2	-1	-19%	7%	3%	-3%	8%	5%	0%	0%	0%
46	CS(=O)(=O)N(CC(=O)N1CCCCCC1)c1ccc(Br)cc1	-10	-26%	3%	-3%	-2%	7%	6%	-3%	9%	4%
47	S=C(NCCc1ccccc1)Nc1ccc(Cl)cc1	-4	?	-7%	3%[46.1 µM]	-2%	2%	19%	-3%	-38%	3%

Only part of the results is shown; count on the stated rates, not on these rows.
